ANO1 block = TMEM16A chloride channel inhibitors, primary screen, cell-based, HTS; Anoctamin-1 (Mus musculus), Q8BHY3; HEK293 TMEM16A/YFP iodide influx fluorescence, ionomycin; normalized B-score (activity score, 25-100; higher = stronger inhibition) at 10 µM; actives 1.2% (n = 310,000); AID 588511, 2011;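 active means ratio plate-corrected score three or more library SD toward inhibition, starting fluorescence score within five deviations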;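 further: score derived from kinetic fluorescence span divided by baseline fluorescence per well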
Target sequence (Q8BHY3 whole entry, looked up): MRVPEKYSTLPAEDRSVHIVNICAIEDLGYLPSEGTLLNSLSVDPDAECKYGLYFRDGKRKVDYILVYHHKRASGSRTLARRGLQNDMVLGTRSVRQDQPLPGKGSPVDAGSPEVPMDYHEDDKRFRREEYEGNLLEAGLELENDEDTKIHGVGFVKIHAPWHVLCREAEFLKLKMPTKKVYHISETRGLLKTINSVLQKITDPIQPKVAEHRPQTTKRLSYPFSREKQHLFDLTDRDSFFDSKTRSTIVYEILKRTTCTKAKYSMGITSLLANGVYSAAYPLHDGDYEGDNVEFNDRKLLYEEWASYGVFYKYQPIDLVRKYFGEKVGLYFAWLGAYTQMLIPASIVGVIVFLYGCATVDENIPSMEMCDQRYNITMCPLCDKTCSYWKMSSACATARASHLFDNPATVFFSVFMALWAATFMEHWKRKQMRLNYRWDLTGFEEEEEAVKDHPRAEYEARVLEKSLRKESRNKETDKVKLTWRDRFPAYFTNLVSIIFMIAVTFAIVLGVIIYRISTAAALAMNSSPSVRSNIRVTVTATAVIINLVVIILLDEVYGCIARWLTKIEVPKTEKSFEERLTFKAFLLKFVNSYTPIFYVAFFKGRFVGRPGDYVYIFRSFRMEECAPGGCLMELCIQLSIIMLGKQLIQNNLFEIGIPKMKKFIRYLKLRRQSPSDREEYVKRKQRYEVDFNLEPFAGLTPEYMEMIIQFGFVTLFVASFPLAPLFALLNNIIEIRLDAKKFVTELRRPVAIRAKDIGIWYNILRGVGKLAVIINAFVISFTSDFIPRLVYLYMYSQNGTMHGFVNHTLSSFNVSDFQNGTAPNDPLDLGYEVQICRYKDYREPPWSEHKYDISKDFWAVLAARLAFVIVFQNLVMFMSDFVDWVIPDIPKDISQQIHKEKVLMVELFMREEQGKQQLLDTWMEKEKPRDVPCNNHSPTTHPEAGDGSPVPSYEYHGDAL
TRPC4 potent = positive allosteric modulators of TRPC4, primary screen, cell-based, mouse TRPC4beta, HEK293 mu-opioid, Fluo-4 calcium; actives 0.42% (n = 310,000); Short transient receptor potential channel 4 (Mus musculus), Q9QUQ5; B-score at 10 µM; DAMGO EC20, Fluo-4 Ca2+ flux; stronger effect = higher value;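 active means B-score of calcium response area above 5 SD of library B-scores, with initial fluorescence ratio within 5 SD of library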;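 further: B-score of integrated fluorescence ratio over time as area under calcium response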
TRPC4 act = activators of mouse TRPC4 channel, primary screen, Fluo4 calcium, HEK293 TRPC4beta/mu-opioid cells; Fluo4 calcium fluorescence; stronger effect = higher value; AID 2237, 2010; actives 0.49% (n = 310,000); B-score at 10 µM;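 active means B-score above 5 SD of library B-scores, and initial fluorescence ratio not above library mean plus 5 SD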;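 further: positive B-score marks a calcium rise read as TRPC4 activation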
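System: HEK293 cells stably co-expressing mouse TRPC4beta and mu-opioid receptor; Schedule: Fluo4 dye loading 45 min at room temperature, 110 s recording; Detection: Fluo4 fluorescence, kinetic; Evaluation: B-scored integrated calcium fluorescence ratio; Controls: buffer (low) and maximal DAMGO (high).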
ANO1 activ = TMEM16A chloride channel activators or potentiators, primary screen, cell-based, HTS; Anoctamin-1 (Mus musculus), Q8BHY3; HEK293 TMEM16A/YFP-H148Q/I152L, iodide quench fluorescence; stronger effect = lower value; B-score at 10 µM; actives 0.3% (n = 340,000); AID 623877, 2012;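 active means fluorescence-ratio B-score plate-corrected deviation score at least 3 library SD below zero, with starting fluorescence score within 5 deviations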;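 further: channel opened by trigger with iodide after compound preincubation; score built on the fluorescence ratio of max minus min over baseline; more negative score means more quench and so TMEM16A activation or potentiation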
TRPC6 act = mouse TRPC6 channel activators, primary screen, cell-based, HEK293, membrane potential dye; Short transient receptor potential channel 6 (Mus musculus), Q61143; HEK293-TRPC6 membrane potential dye fluorescence; stronger effect = higher value; B-score at 10 µM; actives 0.13% (n = 310,000); AID 2550, 2010;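 active means B-score of the integrated fluorescence ratio above library mean plus 3 SD, and starting fluorescence ratio within library mean plus 5 SD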;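 further: higher score means more depolarization so channel activation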
MrgX1 antag = antagonists of human MrgX1 receptor, primary screen, HEK293 cells, Fluo-4 calcium flux; Mas-related G-protein coupled receptor member X1 (Homo sapiens), Q96LB2; BAM8-22 antagonism; stronger effect = lower value; B-score at 10 µM; actives 1.3% (n = 310,000);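 active means calcium-response B-score plate-corrected more than 3 library SD below zero, starting fluorescence within 5 deviations, no agonist response on first addition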;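 further: peak minus trough fluorescence over baseline after final BAM8-22 challenge near maximal dose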
TRPC6 inh = mouse TRPC6 channel inhibitors, primary screen, cell-based, HEK293, membrane potential dye; Short transient receptor potential channel 6 (Mus musculus), Q61143; ACh-evoked depolarization; stronger effect = lower value; B-score at 10 µM; actives 1.1% (n = 310,000); AID 2553, 2010;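 active means B-score under library mean minus 3 SD, initial fluorescence not abnormally high, positive integrated signal ratio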;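 further: B-score derived from integrated fluorescence ratio over the kinetic read; more negative B-score means stronger inhibition of depolarization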
TRPC4 block = inhibitors of mouse TRPC4 channel, primary screen, Fluo4 calcium, HEK293 TRPC4beta/mu-opioid cells; Short transient receptor potential channel 4 (Mus musculus), Q9QUQ5; DAMGO-evoked Fluo4 calcium flux; stronger effect = lower value; B-score at 10 µM; actives 0.39% (n = 300,000); AID 2247, 2010;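 active means B-score over 3 SD under the library average, no early fluorescence shift, positive overall ratio signal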
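Assay system: HEK293 cells with stable TRPC4beta plus mu-opioid receptor expression. Dosing: single dose. Measured by: Fluo4 Ca2+ flux fluorescence. Also added: DAMGO in two steps, submaximal then maximal. Read-out: B score from integrated Fluo4 fluorescence ratio.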
MrgX1 allo act = positive allosteric modulators of MrgX1, primary screen, HEK293 cells, Fluo-4 calcium flux; Mas-related G-protein coupled receptor member X1 (Homo sapiens), Q96LB2; FDSS; stronger effect = higher value; B-score at 10 µM; actives 0.63% (n = 310,000); AID 588675, 2011;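 active means plate-corrected calcium response at least 3 library SD above typical, normal starting fluorescence, not activating the receptor alone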;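 further: compound read alongside a low EC10 to EC30 dose of BAM8-22 agonist; peak minus trough fluorescence over baseline measured at the second addition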
MrgX1 agonist = agonists of human MrgX1 receptor, primary screen, HEK293 cells, Fluo-4 calcium flux; Mas-related G-protein coupled receptor member X1 (Homo sapiens), Q96LB2; Fluo-4 calcium fluorescence, agonist mode; stronger effect = higher value; B-score at 10 µM; actives 0.44% (n = 310,000); AID 588627, 2011;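 active means calcium response B-score plate-corrected fluorescence ratio at least 3 library SD, with starting fluorescence B-score inside 5 SD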
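Material: MrgX1-expressing HEK293 cells; input: 15,000 cells per well; doses: test compound given as first of three sequential additions; schedule: overnight plating before 1 h dye loading; technique: Fluo-4 NW calcium-flux fluorescence, kinetic read; evaluation: baseline-normalised fluorescence change ratio, B-scored; control set: plate-wise positive and negative controls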
RGS4 inh = RGS4 inhibitors, primary screen, cell-based, HEK293 M3R inducible RGS4, calcium flux; AID 463165, 2010; Fluo-4 calcium flux; stronger effect = higher value; triggered by carbachol at its EC20; Regulator of G-protein signaling 4 (Homo sapiens), P49798; B-score at 10 µM; actives 0.45% (n = 310,000);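 active means B-score, a plate-corrected calcium signal, over three deviations above library mean, with baseline fluorescence within five deviations of library mean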;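 further: RGS4 expression induced by doxycycline in cells with stable M3 receptor; B-score is computed from the integrated fluorescence ratio over baseline after carbachol; higher B-score means a larger calcium signal and so more RGS4 inhibition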
Calls only; i = inactive; . = not tested or not shown.

SMILES	ANO1 block	TRPC4 potent	TRPC4 act	ANO1 activ	TRPC6 act	MrgX1 antag	TRPC6 inh	TRPC4 block	MrgX1 allo act	MrgX1 agonist	RGS4 inh
Cc1sc2nc(CN3CCCCC3)nc(N3CCN(C(=O)c4ccco4)CC3)c2c1C	i	i	i	i	i	i	i	i	i	i	i
Cc1ccc(NC(=O)C2CCN(S(=O)(=O)c3ccc4[nH]c(=O)ccc4c3)CC2)c(C)c1	i	i	i	i	i	i	i	i	i	i	i
COc1ccc(NC2CCCN(C(=O)CCN3CCCO3)C2)cc1 (configuration not stated)	i	i	i	i	i	i	i	i	i	i	i
COc1ccc(N2CCN(CC(=O)Nc3cc(C)cc(C)c3)CC2)cc1	i	i	i	i	i	i	i	i	i	i	i
Cn1c(-c2cc(Cl)ccc2O)nc2c1c(=O)[nH]c(=O)n2Cc1ccccc1	i	i	i	i	i	i	i	i	i	i	i
O=C1CCCC2=C1C(c1ccncc1)c1c(nc(SCc3ccccc3Cl)[nH]c1=O)N2 (configuration not stated)	i	.	.	i	.	i	.	.	i	i	.
Cc1ccc(C)c2nc(SCC(=O)NCc3cccs3)c(C#N)cc12	i	i	i	i	i	i	i	i	i	i	i
Cn1cc(C(=O)N/N=C/C(Br)=C\c2ccccc2)ccc1=O	i	i	i	i	i	i	i	i	i	i	i
O=C(Nc1nnc(C2=COCCO2)o1)c1ccc(Br)cc1	i	i	i	i	i	i	i	i	i	i	i
C/C(=N\NC(=O)c1ccccc1)c1ccc(C)c([N+](=O)[O-])c1	i	i	i	i	i	i	i	i	i	i	i
Cc1nc2scc(C)n2c(=O)c1S(=O)(=O)NC(C)c1ccccc1 (configuration not stated)	i	i	i	i	i	i	i	i	i	i	i
CC(C)COC(=O)NCC12C=CC(O1)C1C(=O)N(c3ccc(Cl)cc3)C(=O)C12 (configuration not stated)	i	i	i	i	i	i	i	i	i	i	i
O=C(CCC1CCCN(c2ncccn2)C1)NCc1ccc(F)c(F)c1 (configuration not stated)	i	i	i	i	i	i	i	i	i	i	i
O=C(CSc1ccc2ccccc2n1)c1ccc2c(c1)OCO2	i	i	i	i	i	i	i	i	i	i	i
Cc1noc(C)c1CSc1ccc2ccccc2n1	i	i	i	i	i	i	i	i	i	i	i
COC(=O)c1cccc(NC(=O)Cc2nc(-c3ccccc3)sc2-c2ccc(C)cc2)c1	i	i	i	i	i	i	i	i	i	i	i
Cc1nn(CC(=O)Nc2ccc(F)cc2)c(=O)c2ccccc12	i	i	i	i	i	i	i	i	i	i	i
Cc1cccc(C(=O)N(Cc2nc3ccccc3c(=O)[nH]2)C2CCCCC2)c1	i	i	i	i	i	i	i	i	i	i	i
COc1ccc(NS(=O)(=O)c2cccc(C(=O)Nc3ccccc3C(=O)O)c2)cc1	i	i	i	i	i	i	i	i	i	i	i
O=C(Cn1c(-c2ccccn2)nc2ccccc21)N/N=C/c1ccccn1	i	i	i	i	i	i	i	i	i	i	i
CN(C)S(=O)(=O)N1CCN(S(=O)(=O)N(C)C)CC1	i	i	i	i	i	i	i	i	i	i	i
Cc1ccc(S(=O)(=O)N2c3ccccc3OCC2c2ccccc2)cc1 (configuration not stated)	i	i	i	i	i	i	i	i	i	i	i
Cc1cc([N+](=O)[O-])ccc1NC(=O)C(C)N1CCN(c2ccccn2)CC1 (configuration not stated)	i	i	i	i	i	i	i	i	i	i	i
COc1ccc(N2Nc3n[nH]c(N)c3N2)cc1	i	i	i	i	i	i	i	i	i	i	i
CCOc1ccccc1NC(=O)C(Sc1nnc2ccccn12)c1ccccc1 (configuration not stated)	i	i	i	i	i	i	i	i	i	i	i
CCCCOc1cccc(-c2nnc(N)s2)c1	i	i	i	i	i	i	i	i	i	i	i
CCCN(CC(=O)Nc1ccc(F)c(F)c1F)C(=O)c1ccc(=O)n(Cc2ccccc2)n1	i	i	i	i	i	i	i	i	i	i	i
CCC1(c2ccccc2)NC(=O)N(CC(=O)Nc2ccc(S(=O)(=O)N3CC(C)CC(C)C3)cc2)C1=O (configuration not stated)	i	i	i	i	i	i	i	i	i	i	i
Cc1ccc2nc(CSc3nc(C)cc(C)c3C#N)[nH]c2c1	i	i	i	i	i	i	i	i	i	i	i
CC(C)(C)c1ccc(-c2n[nH]c(=S)n2/N=C/c2ccncc2)cc1	i	i	i	i	i	i	i	i	i	i	i
CCOC(=O)C1(Cc2cccc(OC)c2)CCN(Cc2cccc(OC)c2OC)CC1	i	i	i	i	i	i	i	i	i	i	i
COc1c(N2CCN(C(=S)Nc3ccccc3F)C(C)C2)c(F)cc2c(=O)c(C(=O)O)cn(C3CC3)c12 (configuration not stated)	i	i	i	i	i	i	i	i	i	i	i
COc1cc(C(C2C(=O)CC(C)(C)CC2=O)C2C(=O)CC(C)(C)CC2=O)cc(OC)c1OC	i	i	i	i	i	i	i	i	i	i	i
CC(C)N(C1=N/C(=C\c2ccco2)C(=O)N1c1ccccc1)C(C)C	i	i	i	i	i	i	i	i	i	i	i
O=C(NCCS(=O)(=O)N1CCN(c2ccccc2F)CC1)c1ccc(Br)cc1	i	i	i	i	i	i	i	i	i	i	i
OCc1cc(-c2ccccn2)no1	i	i	i	i	i	i	i	i	i	i	i
CC(C)NC(=O)NC(=O)COC(=O)c1c2c(nc3ccccc13)CCC2	i	i	i	i	i	i	i	i	i	i	i
CCOC(=O)c1cnc(-n2nc(C)cc2C)nc1N(CC)CC	i	i	i	i	i	i	i	i	i	i	i
Cc1c(C(=O)N2CCOCC2)sc(NC(=O)Cc2ccccc2)c1C#N	i	i	i	i	i	i	i	i	i	i	i
COc1cc(/C=N/NC(=O)CCC(=O)Nc2ccc(C)cc2)ccc1O	i	i	i	i	i	i	i	i	i	i	i
O=C(NCC1CCCO1)c1onc(CSc2cccc3ccccc23)c1C(=O)O (configuration not stated)	i	i	i	i	i	i	i	i	i	i	i
Cn1c(SCC(=O)C(C)(C)C)nnc1-c1ccc(F)cc1	i	i	i	i	i	i	i	i	i	i	i
CCOC(=O)Nc1ccc(NS(=O)(=O)c2ccc(C)cc2)cc1	i	i	i	i	i	i	i	i	i	i	i
Cc1cc(C(=O)N/N=C/c2c(C)nn(-c3ccccc3)c2Cl)n[nH]1	i	i	i	i	i	i	i	i	i	i	i
O=C(CN1C(=O)c2ccc([N+](=O)[O-])cc2C1=O)NCc1ccco1	i	i	i	i	i	i	i	i	i	i	i
CCc1nc(SCC(=O)N2CC(=O)Nc3ccccc32)c2c(C)c(C)sc2n1	i	i	i	i	i	i	i	i	i	i	i
NS(=O)(=O)c1ccc(CCNS(=O)(=O)c2cccs2)cc1	i	i	i	i	i	i	i	i	i	i	i
O=S(=O)(Nc1ccc(Cl)cc1)c1ccc(N2CCOCC2)c(NC(=S)NC2CC2)c1	i	i	i	i	i	i	i	i	i	i	i
N#Cc1ccc(N/N=C/c2cn(-c3ccccc3)nc2-c2ccccc2)c([N+](=O)[O-])c1	i	i	i	i	i	i	i	i	i	i	i
C=CCNC(=O)C1CCN(S(=O)(=O)c2ccccc2)CC1	i	i	i	i	i	i	i	i	i	i	i

(further entries)
SMILES	ANO1 block	TRPC4 potent	TRPC4 act	ANO1 activ	TRPC6 act	MrgX1 antag	TRPC6 inh	TRPC4 block	MrgX1 allo act	MrgX1 agonist	RGS4 inh
COC(=O)C(O)(CC(=O)Nc1ccc(Cl)cc1F)C(F)(F)F (configuration not stated)	i	i	i	i	i	i	i	i	i	i	i
COC(=O)Cc1ccc(NC(=S)NCCSc2ccc(Cl)cc2)cc1	i	i	i	i	i	i	i	i	i	i	i
CC(C)OCCCn1c(-c2ccco2)nc2nc3ccccc3nc21	i	i	i	i	i	i	i	i	i	i	i
COc1cc(NC(=O)CSc2nnc3n2C(C)(C)Cc2ccccc2-3)cc(OC)c1	i	i	i	i	i	i	i	i	i	i	i
O=C(N/N=C/c1ccc([N+](=O)[O-])cc1)c1cccnc1	i	i	i	i	i	i	i	i	i	i	i
Cn1c(=O)n(Cc2ccccc2Cl)c(=O)c2c1[nH]c(=S)n2C	i	i	i	i	i	i	i	i	i	i	i
Nc1nc2nc(-c3ccccc3)cc(C(F)(F)F)c2s1	i	i	i	i	i	i	i	i	i	i	i
Cc1ccc(S(=O)(=O)Nc2cccc(C(=O)NCc3cccnc3)c2)cc1F	i	i	i	i	i	i	i	i	i	i	i
COc1ccc(-c2oc3ccccc3c2C(=O)OCc2ccc([N+](=O)[O-])cc2)cc1	i	i	i	i	i	i	i	i	i	i	i
CC1(C)OC(C(O)(c2ccccc2)c2ccccc2)[C@@H](C(O)(c2ccccc2)c2ccccc2)O1 (some centres not stated)	i	i	i	i	i	i	i	.	i	i	i
CC(=O)Nc1cc2c3c(c1)CCN3C(=O)CC2	i	i	i	i	i	i	i	i	i	i	i
CCCc1nc(SCC(=O)NCC2CCCO2)c2c(=O)n(C)c(=O)n(C)c2n1 (configuration not stated)	i	i	i	i	i	i	i	i	i	i	i
CC(C)NC(=O)c1onc(CSc2ccccc2F)c1C(=O)O	i	i	i	i	i	i	i	i	i	i	i
Clc1cccc(Nc2nc(-c3ccncc3)cs2)c1	i	i	i	i	i	i	i	i	i	i	i
CC1CCCCN1C(=O)C12CCC(C)(C(=O)C1)C2(C)C (configuration not stated)	i	i	i	i	i	i	i	i	i	i	i
O=C(NC1=NCCS1)C1CC(=O)N(c2ccc(Cl)cc2)C1 (configuration not stated)	i	i	i	i	i	i	i	i	i	i	i

Hits appear at their usual frequency; 5.8% or so of the library scored in one or more.
